# Eya2 inh – blocks the phosphatase activity of human Eya2; 0.006% of 330,000 active; AID 488837; recombinant Eya2, OMFP fluorescence dephosphorylation (OMFP is methylfluorescein phosphate); Potency, µM (titrated, usually from 76.9 µM), for inactives: top-dose activity, negative = inhibition, usual class: inhibitors; O00167; also: potency is read from the fitted curve at half-maximal effect; % is scaled to controls: 0 for no effect and ±100 for the full control effect
# Target sequence (O00167 whole entry, looked up): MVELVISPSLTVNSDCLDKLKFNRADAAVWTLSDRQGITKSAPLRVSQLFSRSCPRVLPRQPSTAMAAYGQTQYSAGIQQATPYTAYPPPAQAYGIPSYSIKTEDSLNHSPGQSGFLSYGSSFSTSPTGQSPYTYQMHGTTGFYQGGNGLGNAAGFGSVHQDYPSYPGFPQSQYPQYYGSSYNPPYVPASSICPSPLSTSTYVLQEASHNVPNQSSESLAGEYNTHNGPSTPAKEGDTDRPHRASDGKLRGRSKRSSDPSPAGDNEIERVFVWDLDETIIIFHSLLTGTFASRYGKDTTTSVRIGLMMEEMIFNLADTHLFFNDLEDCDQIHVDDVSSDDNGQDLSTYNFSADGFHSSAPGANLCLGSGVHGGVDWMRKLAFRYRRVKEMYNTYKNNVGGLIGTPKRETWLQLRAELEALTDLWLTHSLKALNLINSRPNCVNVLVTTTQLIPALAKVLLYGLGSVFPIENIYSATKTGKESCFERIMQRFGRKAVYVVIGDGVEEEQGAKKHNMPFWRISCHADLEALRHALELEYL
#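 Eya2 (0.2 uM) preincubated 10 min at ambient with compound, then OMFP substrate added at 50 uM; 10 min reaction in 50 mM HEPES pH 7.5, 50 mM NaCl, 5 uM MgCl2, 0.05% BSA, 1 mM DTT. Fluorescence read at Ex 485/Em 525 nm.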
# KCNH2 WT inh – KCNH2 (human, wildtype) channel inhibition; activity change, % at 1.84 µM; Q12809; 0.37% of 340,000 active; U2OS, BacMam KCNH2, thallium flux FluxOr; hits give low values;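 active = maximum activity change below -70%; inconclusive = maximum activity change between -70% and -50%; inactive = maximum activity change above -50%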; also: % is scaled to controls: 0 for no effect and ±100 for the full control effect
#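 U2OS cells were transduced with wild-type KCNH2 virus (2.03 x 10^8 / mL) for 4 h at room temperature, then cultured overnight at 37 C. Thallium flux was read with FluxOr dye. Rate constants were normalized to DMSO controls.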
# GALK inh – inhibitors of human galactokinase; P51570; Potency, µM (series often up to 57.5 µM), for inactives: at the top dose activity change, negative = inhibition, actives largely listed as inhibitors; Purified GALK, Kinase-Glo residual ATP luminescence; AID 1868; 0.007% of 270,000 active; also: potency is read from the fitted curve at half-maximal effect; % is scaled to controls: 0 for no effect and ±100 for the full control effect
#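 5 nM enzyme, 35 uM ATP, 100 uM galactose, 20 mM HEPES pH8.0, 5 mM MgCl2; 1 h RT; residual ATP by Kinase-Glo Plus luminescence, qHTS format.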
# Menin-MLL TR inh – displaces Texas Red mutant MLL peptide from human menin; O00255; Menin + Texas Red MLL mutant peptide, fluorescence polarization; Potency, µM (top dose mostly 61.6 µM), for inactives: top-dose FP activity change, negative = inhibition, hits mostly inhibitors; 0.23% of 270,000 active; AID 1768; active = well fitted inhibition curve with a large enough effect in the polarisation, with a control signal flat, not every such curve was filed as active; inconclusive = small, poorly fitted or top-dose-only effect, or effect the other way, or a change in a side signal; inactive = no such curve, though single readings can be large or run the other way; the % refers to the polarisation; also: potency is read from the fitted curve at half-maximal effect; % of control where 0% means no effect; many of its hits are not listed in these tables
# PKM2 act – PKM2 (human) enzyme activation. 0.34% of 260,000 active. Potency, µM (top dose mostly 57.5 µM), inactives show at the top dose activation, hits mostly activators. P14618. purified PKM2, Kinase-Glo ATP luminescence, activation; response scale: 0% is enzyme alone, no compound; also: potency is read from the fitted curve at half-maximal effect; % is scaled to controls: 0 for no effect and ±100 for the full control effect; nearly all actives have a fitted effect of over 55% in size
#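 ATP formation by purified human PK-M2, quantified via coupled luciferase luminescence after 1 h at room temperature with 0.1 mM ADP and 0.5 mM PEP final.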
# Chronic BCR inh – inhibitors of chronic active B-cell receptor signaling; ABC-DLBCL IkBa-CBG/CBR reporter, luminescence ratio, 4 h; Potency, µM (titrated, usually from 46.1 µM), for inactives: top-dose ratio change, negative = lower green/red ratio, most hits filed as inhibitors; 0.05% of 340,000 active; AID 493014; active = well fitted inhibition curve with a large enough effect in the signal ratio, with a control signal flat, not every such curve was filed as active; inconclusive = small, poorly fitted or top-dose-only effect, or effect the other way, or a change in a side signal; the % refers to the signal ratio;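 also: potency is read from the fitted curve at half-maximal effect; plate controls were basal doxycycline-induced cells for no effect and cells given 10 µM MG132 for full effect; MG132 reads +100%, hits lower the ratio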
#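 Compounds up to 46 uM were incubated four hours with TMD8 cells whose green CBG68 luciferase is fused to IkappaBalpha; red CBR luminescence normalised the signal, and concentration-effect curves were fitted to fusion, red and ratio data.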
# Mito fusion act – inhibitors of mitochondrial division or activators of mitochondrial fusion; Potency, µM (doses to about 46.1 µM), for the others: at the highest dose growth rescue (activation), usual class: activators; AID 485298; 0.23% of 320,000 active; S. cerevisiae fusion-defective mutant growth rescue, CellTiterGlo 48 h;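 also: potency is read from the fitted curve at half-maximal effect; % of control where 0% means no effect; nearly all actives have a fitted effect of over 45% in size; temperature-sensitive fusion mutants such as fzo1-1 at 37 °C on non-fermentable ethanol glycerol medium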
#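 Growth-rescue viability read-out: after 48 h at the non-permissive 37C in glycerol/ethanol YPEG, yeast mitochondrial fusion mutants are measured by CellTiterGlo luminescence; compounds (23 nl pinned per well) restoring growth score as division inhibitors or fusion activators.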
# USP2a inh – USP2a (human) protease inhibition; AID 463254; O75604; Potency, µM (series often up to 38.3 µM), for inactives: at the highest dose activity change, negative = inhibition, usual class: inhibitors; 0.01% of 330,000 active; USP2 core, Ub-CHOP2 coupled fluorogenic reporter, 485/531;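 also: potency is read from the fitted curve at half-maximal effect; plate controls were DMSO wells for no effect and full inhibition by NEM control for full effect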
#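 Deubiquitinase activity read as fluorescence (485/531 nm) after Ub-CHOP2 cleavage activates the enterokinase reporter on its substrate; USP2 core 10nM, Ub-CHOP2 and substrate 25nM each, 30min compound preincubation then 60min RT; data normalized to NEM, curves fitted.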
# S-ASM inh – inhibitors of human secretory acid sphingomyelinase; placental ASM, HMU-PC fluorogenic substrate, 60 min; Potency, µM (doses to about 57.5 µM), for inactives: at the top dose activity change, negative = inhibition, usual class: inhibitors; 0.006% of 340,000 active; also: potency is read from the fitted curve at half-maximal effect
#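 qHTS format. ASM enzyme prepared from human placenta hydrolyses the fluorogenic substrate HMU-PC0 (9 uM final) over 60 min at 37 °C after a 10 min compound preincubation.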
# MBNL1 CUG block – MBNL1-poly(CUG) RNA binding inhibition. TR-FRET MBNL1-His/biotin-(CUG)12 binding, 665/545 ratio. Potency, µM (series often up to 57.5 µM), for the others: top-dose activity change, negative = inhibition, usual class: inhibitors. 0.036% of 280,000 active; active = well fitted inhibition curve with a large enough effect in the signal ratio, with a control signal flat, not every such curve was filed as active; inconclusive = small, poorly fitted or top-dose-only effect, or effect the other way, or a change in a side signal; inactive = no such curve, though single readings can be large or run the other way; the % refers to the signal ratio; also: potency is read from the fitted curve at half-maximal effect; % is scaled to controls: 0 for no effect and ±100 for the full control effect
# Target sequence (Q9NR56 whole entry, looked up): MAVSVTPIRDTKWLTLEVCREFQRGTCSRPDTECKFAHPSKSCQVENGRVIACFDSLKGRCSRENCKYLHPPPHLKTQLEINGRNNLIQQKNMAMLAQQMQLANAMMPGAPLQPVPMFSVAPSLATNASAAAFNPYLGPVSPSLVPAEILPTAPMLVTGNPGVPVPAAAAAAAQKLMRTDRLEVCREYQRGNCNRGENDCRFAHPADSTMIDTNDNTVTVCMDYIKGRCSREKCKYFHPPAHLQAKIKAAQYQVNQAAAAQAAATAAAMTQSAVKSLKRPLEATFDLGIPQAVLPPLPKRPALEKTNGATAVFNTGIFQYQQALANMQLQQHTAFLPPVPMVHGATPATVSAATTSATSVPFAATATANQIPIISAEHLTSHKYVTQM
#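 Compounds (final 92 nM to 58 uM) are added to His-tagged MBNL1 and biotin-(CUG)12, then terbium anti-His antibody and streptavidin-XL665 (5 nM final). After 60 min at room temperature, the 665/545 nm ratio is read.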
# TSHR antagonist – human thyrotropin receptor antagonism | P16473 | activity change, negative = inhibition, % at 11.5 µM | TSHR-expressing cells, TSH-stimulated cAMP HTRF, 2 h; hits give low values | 0.2% of 330,000 active | AID 504810;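 active = activity change below a set negative limit, meaning inhibition stronger than a set level, cut at about -70% in these data; inconclusive = activity change between two set negative limits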; also: % is scaled to controls: 0 for no effect and ±100 for the full control effect
#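 Antagonism was scored as loss of TSH-driven cAMP in TSHR cells, stimulated with 4nM TSH (EC80) for 2 hours at 37 deg C and detected by homogeneous HTRF competition immunoassay.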
# * = called active by the depositor; i = inactive; ? = inconclusive; . = no result given; [ ] = another dose, or the depositor's remark. Unless noted, calls follow the shape of the dose curve; as a rule, active = well fitted curve in the direction sought with a large enough effect; inconclusive = small, poorly fitted or top-dose-only effect, or another doubt; inactive = no such curve, though single readings can be large; an effect the other way counts as inactive or inconclusive. A portion of the library (hit frequency here may not be typical).
cpd	Structure	Eya2 inh	KCNH2 WT inh	GALK inh	Menin-MLL TR inh	PKM2 act	Chronic BCR inh
1	CC(=O)c1ccc(N=Nc2ccc(C)cc2)cc1	-6%	8	4%	-5%	-9%	?
2	COc1ccc(Nc2nnc(SC(C(=O)Nc3cc(C)ccc3C)c3ccccc3)s2)cc1 (stereo not drawn)	-4%	1	-3%	-21%	-15%	0%
3	COc1ccccc1Nc1nc(NCCC(C)C)nc(N)c1[N+](=O)[O-]	12%	-9	-6%	.	4%	1%
4	Cc1cccc(NC(=O)CCSc2ccccn2)c1	1%	0	2%	-14%	8%	1%
5	Cc1onc(-c2c(Cl)cccc2Cl)c1C(=O)c1c[nH]c(C(=O)NC2CC2)c1	15%	-9	-2%	-1%	2%	?
6	O=C(c1ccco1)N1CCN(Cc2cc(=O)oc3cc(O)ccc23)CC1	3%	8	.	.	.	2%
7	O=C(CSc1nnc2ccc(-c3ccncc3)nn12)Nc1ccc(F)cc1	-5%	7	.	.	.	?
8	CC(C)CN(CC(C)C)C(=O)c1cc2c(=O)n3ccccc3nc2s1	-10%	-5	.	?	.	5%
9	Cc1nc(SCC(=O)NCC2CCCO2)[nH]c(=O)c1C (stereo not drawn)	21%	-6	.	.	.	-5%
10	O=C(Oc1ccccc1OC(=O)N1CCOCC1)N1CCOCC1	0%	-4	5%	7%	4%	4%
11	O=C(CSc1ncccc1-c1nc2ccccc2[nH]1)N1CCc2ccccc21	4%	14	0%	-22%	0%	?
12	CC(C)CCNC(=S)NC1CCCC1	10%	-4	-3%	.	0%	-8%

cpd	Mito fusion act	USP2a inh	S-ASM inh	MBNL1 CUG block	TSHR antagonist
1	-2%	5%	-2%	?	9
2	-1%	-3%	-7%	1%	-4
3	25%	-2%	-26%	.	-8
4	1%	0%	4%	-3%	-2
5	1%	-1%	3%	-9%	0
6	-2%	0%	i	.	-6
7	-6%	-6%	3%	.	18
8	9%	0%	i	?	3
9	-2%	0%	-2%	.	-5
10	-4%	5%	5%	4%	11
11	-14%	-1%	.	.	7
12	-14%	1%	5%	-12%	2

# The final two entries of the part above are carried over, then new ones follow.
cpd	Structure	Eya2 inh	KCNH2 WT inh	GALK inh	Menin-MLL TR inh	PKM2 act	Chronic BCR inh
11	O=C(CSc1ncccc1-c1nc2ccccc2[nH]1)N1CCc2ccccc21	4%	14	0%	-22%	0%	?
12	CC(C)CCNC(=S)NC1CCCC1	10%	-4	-3%	.	0%	-8%
13	COc1cc(C)nc(OCCNC(=O)COc2ccc(Cl)cc2Cl)n1	-3%	5	-2%	-11%	-1%	?
14	O=C1N/C(=N/N=C/c2ccc(O)cc2)SC1Cc1ccccc1 (stereo not drawn)	-5%	4	.	.	-5%	-18%
15	COc1cccc(NC(=O)CN(C)C(C)C(=O)NC(=O)NC2CCCCC2)c1 (stereo not drawn)	-7%	-5	.	.	.	?
16	CN(CCOC(=O)c1ccc2c(c1)OCCO2)Cc1ccccc1	9%	-3	7%	-3%	2%	-1%
17	CCOc1ccc(NCc2cccn2-c2nnc(N3CCC(C(=O)NCCCN4C(C)CCCC4C)CC3)s2)cc1 (stereo not drawn)	0%	-228*	1%	.	.	-9%
18	CC1(C)OC2OC(C(=O)N/N=C/c3ccccc3F)C3OC(C)(C)OC3C2O1 (stereo not drawn)	-1%	-15	2%	3%	0%	5%
19	CN(C(=O)NC(=O)C1=C(N2CCOCC2)/C(=C/c2ccccc2)CC1)S(C)(=O)=O	-6%	5	-1%	21%	3%	-15%
20	CCOC(=O)CSC1=C(C#N)C(c2ccc(Cl)cc2)C(C(=O)OC)C(=O)N1 (stereo not drawn)	-5%	12	-3%	0%	1%	0%
21	COc1ccccc1NC(=O)COc1ccc(CO)cc1Cl	-6%	6	-1%	8%	6%	1%
22	CCN(CC)S(=O)(=O)c1ccc(N2CCOCC2)c(NC(=O)c2ccc(=O)[nH]c2)c1	3%	2	.	.	.	0%
23	Cc1ccnc(NC(=O)CCCOc2ccc(Cl)cc2C)c1	-7%	.	11%	27%	-3%	?
24	Cc1ccc(S(=O)(=O)Cc2ccc(C(=O)NCCCN3CCCC3=O)o2)cc1	7%	0	4%	8%	1%	16%

cpd	Mito fusion act	USP2a inh	S-ASM inh	MBNL1 CUG block	TSHR antagonist
11	-14%	-1%	.	.	7
12	-14%	1%	5%	-12%	2
13	1%	2%	-2%	-3%	-3
14	1%	3%	56%	0%	-4
15	-3%	1%	0%	.	-3
16	7%	-1%	-1%	9%	-5
17	1%	2%	2%	1%	1
18	-5%	3%	0%	-12%	6
19	-1%	-1%	i	?	-2
20	4%	-1%	-1%	-5%	-7
21	14%	-1%	0%	-1%	-19
22	.	-7%	-1%	.	19
23	10%	3%	.	-1%	-13
24	-2%	3%	2%	-4%	5

# (listing goes on)
cpd	Structure	Eya2 inh	KCNH2 WT inh	GALK inh	Menin-MLL TR inh	PKM2 act	Chronic BCR inh
25	CCC(CC)C(=O)Nc1nc(-c2ccc3c(c2)CCN3C(=O)C2CC2)c(C)s1	-4%	-14	-2%	3%	-3%	?
26	CCCCOc1ccc(/C(O)=C(\C#N)c2nc3ccccc3[nH]2)cc1	-3%	3	5%	6%	.	?
27	CC(C)NCC(O)COCCOc1ccc(C(C)(C)C)cc1 (stereo not drawn)	-8%	22	0%	?	-1%	-4%
28	COC(=O)c1cc2nc(-c3ccc(OC)cc3)cc(C(F)(F)F)n2n1	-7%	-5	6%	6%	4%	-1%
29	CCCN1C2=C(C(=O)CC(C)(C)C2)C(c2ccc(F)cc2)C2=C1c1ccccc1C2=O (stereo not drawn)	-11%	-37	0%	-11%	-2%	?
30	COc1ccc(CCN2CCCn3c2nc2c3c(=O)n(CC(N)=O)c(=O)n2C)cc1OC	12%	-18	.	?	.	-5%
31	Fc1ccccc1-c1nnc2c3ccccc3nc(N3CCOCC3)n12	4%	3	0%	?	0%	9%
32	Nc1nc(/C=C/c2ccc(F)cc2)nc(-c2ccccc2O)n1	2%	-26	4%	?	1%	12%
33	O=C(COc1ccc(Cl)cc1)Nc1cccc(-c2ccc(N3CCOCC3)nn2)c1	3%	59	.	.	.	?
34	CC1CCCCN1C(=O)CSc1nnc(-c2ccccc2F)o1 (stereo not drawn)	-9%	0	-2%	.	.	?
35	CC(=O)c1ccc(NC(=S)N2CCC(Cc3ccccc3)CC2)cc1	-23%	-5	-3%	.	13%	?
36	O=C(Nc1ccc(Br)cc1)Nc1ccccc1Cl	-2%	1	-5%	?	-4%	?
37	CNS(=O)(=O)c1ccc(C(=O)NCC(=O)NC(C)c2cccs2)cc1 (stereo not drawn)	17%	1	.	.	.	1%

cpd	Mito fusion act	USP2a inh	S-ASM inh	MBNL1 CUG block	TSHR antagonist
25	4%	0%	-16%	4%	-13
26	-7%	2%	1%	-6%	1
27	-9%	0%	1%	6%	4
28	1%	0%	266%[activator]	6%	-4
29	-1%	5%	?	10%	-3
30	15%	-1%	-1%	-1%	-1
31	1%	0%	-5%	-17%	-2
32	-1%	0%	-2%	-4%	-24
33	11%	2%	-9%	.	-9
34	4%	-1%	2%	-5%	-5
35	5%	-4%	-6%	0%	0
36	-20%	-2%	-2%	-13%	-22
37	4%	2%	2%	.	43

# Entries of single compounds, quoted from the list. Order of values: Eya2 inh, KCNH2 WT inh, GALK inh, Menin-MLL TR inh, PKM2 act, Chronic BCR inh, Mito fusion act, USP2a inh, S-ASM inh, MBNL1 CUG block, TSHR antagonist
# Fc1ccccc1-c1nnc2c3ccccc3nc(N3CCOCC3)n12 across the screens: 4%, 3, 0%, ?, 0%, 9%, 1%, 0%, -5%, -17%, -2
# COC(=O)c1cc2nc(-c3ccc(OC)cc3)cc(C(F)(F)F)n2n1 across the screens: -7%, -5, 6%, 6%, 4%, -1%, 1%, 0%, 266%[activator], 6%, -4

# Bioassay records deposited in PubChem by National Center for Advancing Translational Sciences (NCATS).
